GoLoco inh red – blocks human Gai1 binding to RGS12 GoLoco peptide, red readout; Gai1:RGS12 GoLoco peptide FP, rhodamine, 10 min; P63096; 230,000 compounds, 0.44% hits; Potency, µM (titrated, usually from 61.6 µM), inactives show at the highest dose activity, negative = inhibition, actives largely listed as inhibitors; active = well fitted inhibition curve with a large enough effect, not every such curve was filed as active; inactive = no such curve, though single readings can be large or run the other way; note: % is set by controls: 0 for no effect and ±100 for the full control effect; nearly all actives have a fitted effect of over 30% in size; many of its hits are not listed in these tables
Target sequence (P63096 whole entry, looked up): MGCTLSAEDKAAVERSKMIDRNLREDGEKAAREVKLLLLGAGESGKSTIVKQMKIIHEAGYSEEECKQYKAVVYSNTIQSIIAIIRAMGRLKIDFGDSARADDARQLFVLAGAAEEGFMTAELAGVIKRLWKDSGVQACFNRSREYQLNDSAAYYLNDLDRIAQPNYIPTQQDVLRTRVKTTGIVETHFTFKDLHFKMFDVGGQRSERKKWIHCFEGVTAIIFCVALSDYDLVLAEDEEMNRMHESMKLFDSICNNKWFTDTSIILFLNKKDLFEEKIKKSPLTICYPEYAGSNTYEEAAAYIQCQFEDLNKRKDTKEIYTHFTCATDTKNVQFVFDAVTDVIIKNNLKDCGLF
aGal spleen mod – inhibitors or activators of human alpha-galactosidase in spleen homogenate; 240,000 compounds, 0.008% hits; human spleen homogenate, 4MU-alpha-Gal fluorescence, 40 min; Potency, µM (titrated, usually from 80 µM), for inactives: at the top dose activity change, negative = inhibition, hits mostly inhibitors; P06280;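 note: 0% = enzyme with vehicle and -100% = no enzyme basal signal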
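Human spleen homogenate (1 ug) as enzyme source, 4-methylumbelliferyl-alpha-D-galactopyranoside 1 mM final, citrate/phosphate pH 5.0 with 0.01% Tween-20. Compounds 40 min at 37C, NaOH/glycine stop; fluorescence Ex 365/Em 440, Hill-fit AC50.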
GAA inhib – inhibitors of human lysosomal alpha-glucosidase. P10253. purified human GAA, 4-MU-alpha-glucoside fluorescence. Potency, µM (highest dose often 76.9 µM), without a hit: at the top dose activity change, negative = inhibition, most hits filed as inhibitors. 200,000 compounds, 0.005% hits. AID 1466;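 note: plate controls were uninhibited enzyme wells for no effect and no-enzyme background for full effect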
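Activity normalized between no-enzyme (basal) and enzyme-only wells. Conditions: 4 nM human enzyme, 400 uM fluorogenic substrate, citrate/phosphate pH 5.0 with Tween-20, 20 min room temperature, compounds up to 77 uM.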
JMJD2E inh – blocks human JMJD2E demethylase activity | 230,000 compounds, 1.6% hits | Potency, µM (top dose mostly 57.1 µM), without a hit: at the top dose activity change, negative = inhibition, actives largely listed as inhibitors | JMJD2E catalytic domain, FDH-coupled NADH fluorescence (FDH is formaldehyde dehydrogenase) | B2RXH2; active = well fitted inhibition curve with a large enough effect, not every such curve was filed as active; inconclusive = small, poorly fitted or top-dose-only effect, or another doubt; inactive = no such curve, though single readings can be large or run the other way;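 note: 0% = wells with enzyme and -100% = buffer wells without enzyme; nearly all actives have a fitted effect of over 50% in size; many of its hits are not listed in these tables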
GAA spleen mod – inhibits or activates alpha-glucosidase in human spleen homogenate; P10253; human spleen homogenate, 4-MU-alpha-glucoside fluorescence; Potency, µM (top dose mostly 79.9 µM), without a hit: at the top dose activity change, negative = inhibition, usual class: inhibitors; 240,000 compounds, 0.006% hits;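 note: 0% = enzyme with vehicle and -100% = no enzyme basal signal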
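Human spleen homogenate (1 ug) with 4-methylumbelliferyl-alpha-D-glucopyranoside (1 mM final) in 50 mM citrate/phosphate pH 5.0, 0.01% Tween-20; 40 min at 37 C. Stopped at pH 10; 4-MU fluorescence Ex 365/Em 440 nm; AC50 by Hill fit.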
GAA glycogen mod – alters human alpha-glucosidase cleavage of glycogen; recombinant GAA, glycogen substrate, Amplex Red glucose oxidase fluorescence; 300,000 compounds, 0.38% hits; Potency, µM (titrated, usually from 76.4 µM), for the others: at the highest dose activity change, negative = inhibition, most hits filed as inhibitors; P10253; AID 2100;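 note: 0% = full enzyme reaction and -100% = no-enzyme basal signal; the screen sought inhibitors and activators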
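Recombinant human enzyme (4 nM); glycogen substrate; 37 C, 40 min, pH 5.0. Readout: coupled glucose oxidase/Amplex Red fluorescence.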
ALDH1A1 inh – blocks purified human ALDH1A1 activity. 220,000 compounds, 7.3% hits. P00352. Purified ALDH1A1, NADH fluorescence, propionaldehyde substrate. Potency, µM (highest dose often 75.3 µM), inactives show top-dose activity, negative = inhibition, actives largely listed as inhibitors; active = well fitted inhibition curve with a large enough effect, not every such curve was filed as active; inconclusive = small, poorly fitted or top-dose-only effect, or another doubt; inactive = no such curve, though single readings can be large or run the other way;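 note: plate controls were no enzyme wells and a reference inhibitor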
Target sequence (P00352 whole entry, looked up): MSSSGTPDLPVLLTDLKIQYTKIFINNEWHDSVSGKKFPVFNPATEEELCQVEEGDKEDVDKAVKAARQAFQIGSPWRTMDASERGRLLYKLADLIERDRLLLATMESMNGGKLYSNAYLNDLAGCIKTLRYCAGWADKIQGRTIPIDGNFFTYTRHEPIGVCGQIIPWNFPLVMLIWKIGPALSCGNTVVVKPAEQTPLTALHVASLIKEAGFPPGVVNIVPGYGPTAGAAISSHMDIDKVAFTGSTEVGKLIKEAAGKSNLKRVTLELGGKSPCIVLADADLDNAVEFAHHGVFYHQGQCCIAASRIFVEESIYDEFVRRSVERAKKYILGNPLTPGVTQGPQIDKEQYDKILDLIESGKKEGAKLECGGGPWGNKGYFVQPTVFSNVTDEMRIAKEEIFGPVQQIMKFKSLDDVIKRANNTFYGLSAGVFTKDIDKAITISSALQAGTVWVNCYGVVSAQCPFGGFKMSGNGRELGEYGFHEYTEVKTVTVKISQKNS
SMN2 splice enh – SMN2 splice variant enhancement; HEK293 SMN2-luciferase splicing reporter, luminescence, 30-36 h; Potency, µM (top dose mostly 46.1 µM), for the others: at the top dose activity change, positive = activation, most hits filed as activators; 210,000 compounds, 2.8% hits; note: % of control where 0% means no effect; nearly all actives have a fitted effect of over 55% in size
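HEK293 cells carry an SMN2 […]–luciferase reporter in which exon 7 inclusion puts luciferase in frame. Cells were plated 10-12 h before compound addition, then incubated 30-36 h at 37C. ONE-Glo luminescence was read; sodium butyrate at 4.5 mM final served as control.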
* hit, by the source's call; ? = inconclusive; . = no result given; & = joins results of further samples; ! = a repeat was not active; [ ] = another dose, or the depositor's remark. Unless noted, calls come from the whole dose curve; as a rule, active = well fitted curve in the direction sought with a large enough effect; inconclusive = small, poorly fitted or top-dose-only effect, or another doubt; inactive = no such curve, though single readings can be large; an effect the other way counts as inactive or inconclusive. Potency is the fitted concentration of half-maximal effect.

SMILES | GoLoco inh red | aGal spleen mod | GAA inhib | JMJD2E inh | GAA spleen mod | GAA glycogen mod | ALDH1A1 inh | SMN2 splice enh
Cc1cccc(CS(=O)(=O)Cc2ccc(C(=O)N3CCC4(CC3)OCCO4)o2)c1 | -18% | 12% | -9% | -1% | -3% | 1% | 25µM* | 26%
O=C(Cc1ccccc1)Oc1cccc(N2C(=O)CCC2=O)c1 | 6% | 1% | -6% | -13% | -1% | -18% | -9% | 5%
O=c1cccc2n1CC1CC2CN2CCCCC12 (stereo not given) | 2% | 2% | . | 9% | -1% | . | 5% | -14%
CCc1ccc(CN2CCN(Cc3cc(Br)ccc3O)CC2)cc1 | 2% | -3% | -2% | ? | -2% | -7% | -19% | -37%[inhibitor]
COc1ccc([N+](=O)[O-])cc1CSc1ccccn1 | 7% | 9% | 10% | -2% | -1% | -16% | ? | -4%
O=C1C2CCN(CC2)C1Cc1ccccc1O (stereo not given) | . | 4% | -5% | 1% | -3% | 8% | ? | .
CC1=CC(=C2C(=O)NC(=S)NC2=O)C=C(C(F)(F)F)N1C | 1% | 1% | -1% | -15% | 1% | -5% | -9% | 0%
O=C1CN=C(c2ccc(F)cc2)c2oc3ccccc3c2N1 | -3% | 0% | 2% | 8% | . | -1% | 2% | 3%
COc1ccc2c(c1OC)C(=O)OC2C1c2cc3c(cc2CCN1C)OCO3 (stereo not given) | 20µM*! | 3%&1%&-12%&-8%&-3%&0% | . | ? | 5%&-3%&-13%&-15%&14%&-2% | -2%[76.3 µM] | 0%&-2%&3%&-2%&-1%&2% | -10%&-1%&1%&-7%&11%
CC(C)N1CCN(Cc2cccc3c2OCO3)CC1CCO (stereo not given) | 7% | 0% | -6% | 2% | -2% | 16% | 6% | .
CC(=O)OC1(c2ccccc2)CC(C(C)(C)C)CN(C(C)(C)C)C1 (stereo not given) | 5% | -2% | -7% | -5% | -1% | 9% | 5% | 2%
C[C@H]1CCCC=CC2C[C@H](O)C[C@@H]2[C@H](O)/C=C\C(=O)O1 (stereo not given in full) | -1% | -9% | . | -3% | 1% | . | -9% | .
Clc1cccc(N2CCNCC2)n1 | 18% | -14% | ? | -7% | -3% | 11% | ? | -17%
O=C(CN1CCCCC1)c1ccccc1Cl | 16% | 1% | 7% | -5% | 0% | -3% | 13µM* | -8%
Cc1ccc(NP(=O)(Oc2ccccc2F)Oc2ccccc2F)cc1 | -5% | -8% | 1% | 1% | -8% | -16% | 5% | -10%
O=[N+]([O-])c1cc(F)c(N2CCCCCC2)cc1N1CCNCC1 | 26% | -8% | 6% | 10% | 2% | 11% | 7.1µM* | ?
COc1ccc(N2C(=O)/C(=C/c3cc(C)n(-c4ccc(C)cn4)c3C)C(=O)NC2=S)c(OC)c1 | 41%[activator] | 4% | 5% | ? | -2% | -29% | ? | 8%
CCC(=O)O[C@@](Cc1ccccc1)(c1ccccc1)[C@@H](C)CN(C)C | -44%[21.6 µM] | -3%[29.1 µM] | . | 1%[25.5 µM] | -17%[29.1 µM] | . | 0%[20.9 µM] | -7%[20.6 µM]
Cc1ccc(C2N(c3cc(C)on3)C(=O)C3CCCN32)cc1 (stereo not given) | 8% | -5% | 0% | 10% | -8% | -6% | 2% | -7%
CCCCC1(C2CCCC2)Cc2cc(OCCCC(=O)O)c(Cl)c(Cl)c2C1=O (stereo not given) | -1% | 23%&-4% | . | 15% | 5%&-2% | . | 7% | -11%
O=C(Cn1c(=O)oc2cc(S(=O)(=O)N3CCc4ccccc43)ccc21)NC1CCCC1 | 11% | 2% | -12%[15.4 µM] | -4% | -1% | -4% | -14% | -34%[inhibitor]
CNC(=O)ON(C(=O)NC)C1N(C)C(=S)SC1(C)C (stereo not given) | 4% | 0% | 2% | 3% | -4% | -3% | ? | .
CCOc1cccc(=NC2CCCCC2)c2c(C)[nH]c(C)c12 | 20% | -7% | . | -7% | -8% | 13% | . | .
O=C(Oc1ccc2c(c1)CCC2)N1CCOCC1 | 3% | -1% | 5% | -3% | 1% | 0% | 4% | ?
CCC(=O)OC1(c2ccccc2)CCN(C)CC1C (stereo not given) | 4% | 1% | -11% | 4% | -1% | -17% | -6% | .

Remaining list, next part:
SMILES | GoLoco inh red | aGal spleen mod | GAA inhib | JMJD2E inh | GAA spleen mod | GAA glycogen mod | ALDH1A1 inh | SMN2 splice enh
CC1CN=C(NCCc2ccccc2)S1 (stereo not given) | -4% | -12% | -3% | 1% | 3% | 1% | 8% | -15%
O=C(NC(=C(Cl)Cl)P(=O)(c1ccccc1)c1ccccc1)c1ccccc1 | -1% | 10% | 1% | -5% | 4% | 12% | -11% | -2%
COc1ccc(CN2CCN(c3ccccc3)CC2)c(C)c1C | -1% | 0% | -8% | -24% | -3% | 5% | -2% | 3%
CCC(=NCCCn1ccnc1)c1c(O)n(-c2ccccc2)c(=O)[nH]c1=O | -4% | 13% | . | 3% | 3% | -2% | . | .
c1ccc(N=NNc2ccccc2)cc1 | 11% | 3% | . | . | -6% | . | -78% | 10%
CCCCn1c(O)c(C(C)=NCc2ccco2)c(=O)[nH]c1=O | -2% | 4% | . | 0% | 0% | 7% | . | .
COc1ccc(C(=O)C2CCCN(Cc3ccc(C)s3)C2)c(OC)c1 (stereo not given) | 15% | -8% | -6% | -16% | 7% | -3% | -5% | .
Nc1nnc(CCN2CCCCC2)s1 | 6% | -1% | 2% | 1% | -4% | 6% | 4% | 0%
CCOC(=O)c1c(/N=C/c2c(O)n(-c3cccc(C)c3)c(=O)[nH]c2=O)sc2c1CCCC2 | 57%[activator] | 5% | 9% | 8% | 2% | ? | ? | 10%
Cc1ccc(N)c(N)c1 | 7% | 22%&-15% | . | . | 4%&-3% | . | 18% | 3.5µM*
CCCN1CCO[C@@H]2c3cc(O)ccc3OC[C@H]21 | 8%&8%&0%&-1% | -3%&-14%&5%&17% | . | 4%&4% | 8%&-8%&-5%&0% | . | 1%&8%&-14%&11% | -17%&-6%&-3%&5%
O=P(O)(O)COc1ccccc1O | 3% | 7% | 9% | -2% | -2% | ? | -11% | 0%
CC(C)(O)C1C2OC(=O)C1[C@]1(O)CC3O[C@@]34C(=O)OC2[C@@]14C (stereo not given in full) | 2% | -5% | . | -3% | -5% | . | 11% | -6%
O=C1CC(=O)N(c2ccc3c(c2)OCO3)C(=O)N1 | -3% | 4% | -7% | -7% | -2% | -6% | -8% | 19%
CCc1nnc(NS(=O)(=O)c2ccc(N=Cc3c(O)n(-c4ccc(Cl)cc4)c(=O)[nH]c3=O)cc2)s1 | 1% | -1% | -6% | -5% | -3% | -12% | -15% | 13%
CN=C(SCc1ccccc1)c1c(O)n(C)c(=O)n(C)c1=O | 16% | 10% | -1%[15.4 µM] | 6% | 7% | -5% | 14% | -4%
Cc1c(N=Cc2c(O)n(C)c(=O)[nH]c2=O)c(=O)n(-c2ccccc2)n1C | -5% | -6% | 6% | -4% | -2% | -12% | -5% | .
Cc1cc(/C=C2\C(=O)NC(=S)N(C)C2=O)c(C)n1C1CCCCC1 | 37%[activator] | 5% | ? | -4% | -1% | 13% | -8% | 1%
CCCC(C)(COC(N)=O)COC(N)=O | -15% | 2% | . | . | 11% | . | -20% | 4%
O=C(C(Cc1ccccc1)NS(=O)(=O)c1cccc2nsnc12)N1CCC2(CC1)OCCO2 (stereo not given) | -1% | 4% | -8% | 8% | -1% | 3% | -10% | 10%
CCCc1c(C)nc(SCC(=O)C(C)(C)C)nc1OC(=O)N(C)C | 8% | -3% | 1% | 9% | 0% | 13% | 4% | .
CC(C)(C)c1cc([N+](=O)[O-])cc(C(C)(C)C)c1O | 4% | 4% | ? | -3% | 3% | -27% | -3% | -50%[inhibitor]
Nc1ccccc1C(=O)c1ccccc1 | 2% | 4% | -4% | -3% | 7% | ? | 5% | -12%
C=CCN1C(=O)NC(=O)/C(=C/c2cccn2C)C1=O | 2% | -3% | 0% | 5% | -5% | 0% | 4% | 16%
O=C(O)CCn1cc(C=C2C(=O)NC(=O)NC2=O)c(-c2cc3ccccc3oc2=O)n1 | 29% | 2% | 13% | ? | 0% | 11% | ? | 5%

New compounds follow:
SMILES | GoLoco inh red | aGal spleen mod | GAA inhib | JMJD2E inh | GAA spleen mod | GAA glycogen mod | ALDH1A1 inh | SMN2 splice enh
COc1cccc(-n2c(C)nc3ccccc3c2=O)c1 | -11% | 0% | -13% | 5% | 1% | 1% | -10% | ?
O=C(COc1ccc(Cl)cc1)N1CCN(C/C=C/c2ccccc2)CC1 | -5% | 4% | 0% | 0% | 3% | -4% | -5% | -21%
Cc1cc(=O)[nH]c(SCc2nc3ccccc3c(=O)n2-c2ccccc2C)n1 | 10% | -3% | 4% | ? | 1% | 10% | -13% | 1%
CCCOC(=O)c1cc2c(cn1)[nH]c1ccccc12 | 5% | -5% | . | . | -16% | . | ? | 28µM*
CN1C[C@@H](C(=O)N[C@@]2(C)O[C@]3(O)C4CCCN4C(=O)[C@@H](Cc4ccccc4)N3C2=O)C=C2c3cccc4[nH]cc(c34)C[C@@H]21 (stereo not given in full) | -27% | 12% | . | ? | 1% | . | ? | .
O=c1c2ccccc2nc(-c2ccccc2)n1-c1cccc(O)c1 | 10% | 1% | ? | 5% | -5% | -11% | -5% | .
C[C@H]1CC[C@@]2(C)[C@@H](CC[C@@H]3[C@@H]2CC[C@]2(C)[C@@H](O)CC[C@@H]32)C1 | 9% | -4% | -12%[15.4 µM] | 13% | -15% | -8% | . | .
C=CCn1c(O)c(C=Nc2ccc(OC)cc2C)c(=O)[nH]c1=O | 8% | 5% | -2% | -5% | -5% | -4% | ? | 19%
N#CC(C#N)=NNc1cccc(Cl)c1 | 2% | -20% | . | -11% | -10% | . | 7% | -36%[inhibitor]

Three entries from above, with values under each structure.
The line under a structure holds: GoLoco inh red | aGal spleen mod | GAA inhib | JMJD2E inh | GAA spleen mod | GAA glycogen mod | ALDH1A1 inh | SMN2 splice enh
O=c1c2ccccc2nc(-c2ccccc2)n1-c1cccc(O)c1
→ 10% | 1% | ? | 5% | -5% | -11% | -5% | .
N#CC(C#N)=NNc1cccc(Cl)c1
→ 2% | -20% | . | -11% | -10% | . | 7% | -36%[inhibitor]
C=CCn1c(O)c(C=Nc2ccc(OC)cc2C)c(=O)[nH]c1=O
→ 8% | 5% | -2% | -5% | -5% | -4% | ? | 19%

Screens deposited in PubChem by National Center for Advancing Translational Sciences (NCATS).

This is a subset; rates above refer to the full screens.
